# PglD DTNB = PglD (C. jejuni) enzyme inhibition; purified PglD enzyme, DTNB colorimetric CoA detection; inhibition, % at 12.5 µM; 360,000 tested, 0.098% active; AID 602405; in the data active means inhibition above about 16%, passing the limit was not always enough; further: strong numbers were not always called active
# Statin myotox sup = suppressors of simvastatin-induced myotoxicity in C2C12 myotubes; ATP luminescence, 48 h; scaled: DMSO 0, geranylgeraniol control 100; rescue of ATP level, % at 7.49 µM; 330,000 tested, 0.78% active;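 active means mean ATP rescue above about 67%, or every replicate alone reaching that limit, limit read from the data, passing the limit was not always enough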;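 further: myotubes were challenged with 10 µM simvastatin during compound exposure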
# PGC1a acetyl inh = lowers PGC1a acetylation signal in U2OS cells; AlphaScreen anti-acetyl-lysine; with virally co-expressed GCN5 acetyltransferase; inhibition, % at 15.6 µM; 350,000 tested, 0.17% active; AID 651687;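 active means every replicate shows inhibition of at least 40%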;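 further: 0% = neutral control wells and 100% = positive control wells; some results beyond the cut were filed as inactive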
# FN deposit inh = fibronectin deposition inhibition | AH1F fibroblasts, Alexa488-fibronectin deposition fluorescence, overnight | 350,000 tested, 0.086% active | inhibition, % at 12.6 µM;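 active means mean inhibition across replicates of 30% or more, regardless of how many single replicates reach that level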;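 further: positive control wells lacked labelled fibronectin entirely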
#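 Test system: AH1F fibroblast monolayer depositing Alexa488-labelled fibronectin into matrix. Input: 10000 cells per well. Technique: fluorescence, ex 485 nm, em 525 nm. Buffer or medium: DMEM plus 2% serum, read in PBS. Timing: 1 h cell adhesion before compound, then overnight fibronectin incubation. Compound: single dose, pinned. Read-out basis: inhibition from reduced deposited-fibronectin fluorescence.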
# GSIS activator = GLuc luminescence reporter in INS-1E cells, primary screen for activators of glucose-dependent secretion of insulin | activation, % at 16.6 µM | 370,000 tested, 0.61% active | INS-1E GLuc reporter insulin secretion, 2-3 h | AID 743287;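 active means lowest replicate activation of at least 40%, so every replicate reaches that level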;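 further: 0% = median of neutral control wells and 100% = median of IBMX positive control wells; some compounds called inactive have numbers as strong as hits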
# Cneo AK release = Cryptococcus neoformans lysis via adenylate kinase release; C. neoformans lysis, adenylate kinase release luminescence, 4 h; normalised: neutral wells 0, clomiphene wells 100; lysis activity, % at 15 µM; 360,000 tested, 0.2% active;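 active means mean lysis activity across replicates of at least 80%, whatever share of replicates individually reach that level; inactive means mean lysis activity below 80%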
#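 Material: C. neoformans cells; Schedule: 4 h static compound exposure, 37 °C, read 1 h post-reagent; Measured by: adenylate kinase release luminescence; Read-out: signal increase indicating cell lysis; Controls: Clomiphene as positive lysis control.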
# miR122 inh = inhibitors of miR-122 in Huh7 cells. activation (reporter increase), % at 12.5 µM. Huh7 miR-122 Renilla luciferase sensor, 48 h; neutral wells = 0, positive control = 100. 340,000 tested, 0.3% active. AID 602342;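 active means mean replicate activation score at least 90 and every replicate individually at or above 90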;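 further: higher luciferase means less miR-122 activity so hits act as miR-122 inhibitors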
# CFTR F508del cor = correctors of CFTR F508del function in bronchial epithelial cells | CFBE cells, YFP halide quenching; stimulated with forskolin plus potentiator P3; % fluorescence drop versus neutral controls | activity (quench increase), % at 7.58 µM | 350,000 tested, 0.36% active | AID 720511;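 active means mean added fluorescence quench of at least 8% versus neutral control, with both replicates also reaching 8%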;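 further: cells transiently co-express mutant CFTR-F508del with the halide-sensitive YFP; corrector assay measuring rescue of mutant channel to the surface after 24 h compound exposure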
# * hit, by the source's call; . = not tested or not shown; [ ] = another dose, or the depositor's remark.
SMILES,PglD DTNB,Statin myotox sup,PGC1a acetyl inh,FN deposit inh,GSIS activator,Cneo AK release,miR122 inh,CFTR F508del cor
Cc1cc(C(=O)Nc2ccc3c(c2)C(=O)N(C)[C@@H]2CC[C@H](CC(=O)O)O[C@H]2CO3)no1,-0.2,20.6,14.4,3.1,2.7,-0.7,-8.3[16.7 µM],-0.4
CC(C)c1c(C(=O)N/N=C/c2cccc3ccccc23)nnn1-c1nonc1N,2.6,-14.4,-5.5,-1.3,74.8*,-3.8,5.3,2.2
CCCCNc1c(-c2ccc(OC)c(Sc3ccc(OC)cc3)c2)nc2cnccn12,4.1,-4.3,.,-0.5,-23.7,1.0,.,-1.0
COCCN1Cc2cccc(C(=O)Nc3c(C)cccc3C)c2C1=O,3.2,-0.9,3.4,.,.,-0.6,3.0,.
O=C(Cc1nnc(NC(=O)c2ccccc2)s1)N/N=C\c1ccc(O)c(O)c1,-1.0,3.7,2.5,-0.1,24.4,0.2,-1.9,-0.4
NC(Cc1ccc(C(F)(F)F)cc1)c1csc(Nc2ccc(C(=O)NCc3ccco3)cn2)n1 (stereo unspecified),3.3,-4.7,-21.0,-1.9,-6.3,3.3,-0.5,-2.4
COc1ccc(NC(=O)C2CCOC(C)(C)C2)cc1 (stereo unspecified),-4.7,.,2.1,1.0,-5.1,3.3,-3.9,-3.1
C[C@@H](NC(=O)C[C@H]1C=C[C@@H](NC(=O)C2CCC2)[C@@H](CO)O1)c1ccccc1,2.3,-11.7,9.2,0.1,16.2,2.8,.,3.0
CCOC(=O)C1CCCN(Cc2ccc(-c3ccccc3)cc2)C1 (stereo unspecified),6.7,9.0,.,-6.0,-0.9,0.3,2.5,2.4
CCCN(C)C[C@H]1Oc2ncc(-c3ccccc3)cc2C(=O)N([C@H](C)CO)C[C@H]1C,-4.9,0.4,-4.9,.,19.3,-1.5,-19.1[16.7 µM],-1.2
CC1(C)Cc2c(c(N3CCOCC3)nc3snc(Br)c23)CO1,4.3,.,2.6,-4.9,.,-1.3,4.3,.
C[C@H]1CN([C@@H](C)CO)C(=O)c2cc(NC(=O)Nc3ccc4c(c3)OCO4)ccc2O[C@@H]1CN(C)Cc1ccccc1,-2.8,-2.0,9.3,.,5.0,-1.5,-2.1[16.7 µM],0.1
OC[C@H]1Nc2ccc(C#Cc3ccc(F)cc3)cc2[C@@H]2[C@H]1CCN2Cc1nccs1,0.1,15.1,-8.4,-10.9,20.9,8.9,-8.5[16.7 µM],0.8
CCC(=O)N1[C@H](CO)[C@H]2c3ccccc3N(S(=O)(=O)c3ccc(F)cc3)C[C@H]21,-3.4,16.9,4.8,2.1,7.6,7.5,-20.5[16.7 µM],0.9
Clc1ccc2[nH]c3c(c2c1)CCc1cn[nH]c1-3,-1.9,-21.7,4.8,.,.,-0.5,23.0,.

# Grouped by structure, the compounds so far containing an aryl methoxy group (two)
SMILES,PglD DTNB,Statin myotox sup,PGC1a acetyl inh,FN deposit inh,GSIS activator,Cneo AK release,miR122 inh,CFTR F508del cor
CCCCNc1c(-c2ccc(OC)c(Sc3ccc(OC)cc3)c2)nc2cnccn12,4.1,-4.3,.,-0.5,-23.7,1.0,.,-1.0
COc1ccc(NC(=O)C2CCOC(C)(C)C2)cc1 (stereo unspecified),-4.7,.,2.1,1.0,-5.1,3.3,-3.9,-3.1

# Later entries.
SMILES,PglD DTNB,Statin myotox sup,PGC1a acetyl inh,FN deposit inh,GSIS activator,Cneo AK release,miR122 inh,CFTR F508del cor
Cc1ccc(S(=O)(=O)N(C)C[C@H]2Oc3c(NC(=O)NC4CCCCC4)cccc3C(=O)N([C@H](C)CO)C[C@@H]2C)cc1,-3.0,-0.3,-14.0,.,-5.2,6.4,2.1[16.7 µM],1.2
COC(=O)Cc1ccc2sc(-c3ccccc3)nc2c1,-1.6,-2.5,0.9,0.7,-4.5,-12.3,-4.6,.
O=c1cc(CO)oc(C(Nc2ccccn2)c2ccc(C(F)(F)F)cc2)c1O (stereo unspecified),3.2,.,11.0,.,-9.0,0.5,-0.2,.
Cc1ccc(/C=N/NC(=O)c2cccc([N+](=O)[O-])c2)o1,-2.1,.,0.5,-1.1,.,6.0,-6.5,-0.2
O=C(Nc1ccccc1)Nc1ccc2c(c1)[C@@H]1C[C@@H](CC(=O)N3CCCCC3)O[C@@H](CO)[C@@H]1O2,2.2,8.3,-5.8,.,9.3,1.9,3.1[16.7 µM],0.1
Cc1nn(-c2ccccc2)c(=S)n1-c1ccccc1,-5.7,-9.4,2.3,.,8.7,-5.0,-6.2,.
C[C@H](CO)N1C[C@H](C)[C@@H](CN(C)Cc2ccc(C(=O)O)cc2)Oc2ccc(NC(=O)CCC(F)(F)F)cc2CC1=O,-2.9,-5.1,6.5,.,-6.4,0.3,0.2[16.7 µM],-0.9
C[C@@H]1CN([C@H](C)CO)C(=O)c2cc(NC(=O)Cc3ccccc3)ccc2O[C@@H]1CN(C)Cc1ccc2c(c1)OCO2,11.3,0.1,-4.3,.,-2.9,2.7,5.8[16.7 µM],1.0
O=C(CN1CCN(S(=O)(=O)c2ccc(Cl)c(C(F)(F)F)c2)CC1)NC(=O)NC1CCCCC1,-3.8,20.8,.,-1.2,-70.6,-0.9,.,6.8
Cc1noc(C)c1S(=O)(=O)Nc1ccc2c(c1)CC(=O)N([C@H](C)CO)C[C@@H](C)[C@@H](CN(C)C(=O)Nc1ccccc1)O2,.,-1.3,1.7,.,15.3,.,0.8[16.7 µM],1.9
C/C(=N\O)c1ccc2c(c1)OCCO2,2.5,.,.,6.6,-4.0,-2.9,.,2.0
CCCCc1cc(=O)oc2c(CN(C)C)c(O)ccc12,-2.4,-3.7,-0.4,-0.5,-0.3,-0.2,5.5,.
Cc1ccc(C)c(-n2c(SCC(N)=O)nnc2-c2ccccn2)c1,1.8,25.6,5.9,.,.,2.4,-12.3,.
CCC(C)(O)c1[nH]c2ccc(C(=O)OC)cc2c1C (stereo unspecified),3.2,-10.2,-1.1,-12.9,-11.6,-3.6,4.3,-0.3
Cc1ccc(/C=C/C(=O)NCCc2c[nH]c3ccccc23)o1,-7.2,8.9,1.2,-4.0,-17.7,1.2,-8.4,1.6
C[C@@H]1CN([C@@H](C)CO)S(=O)(=O)c2ccc(-c3cccc(F)c3)cc2O[C@@H]1CN(C)CC1CC1,3.7,-71.9,-11.2,-3.1,-6.8,0.9,1.7[16.7 µM],-3.0
O=C(O)c1cccc(CN2C(=O)SC(Nc3cccc4ccccc34)C2=O)c1 (stereo unspecified),-0.9,7.2,.,2.8,-16.2,0.5,-8.6,2.4
CS(=O)(=O)N(CC(=O)N1CCCC1)c1ccc(Cl)c(Cl)c1,1.8,0.4,4.0,.,5.3,0.5,5.2,0.0
CCc1nc2ccc(C(=O)NCCc3ccco3)cc2nc1CC,4.0,-2.6,2.4,.,.,-2.4,-4.5,.
O=c1[nH]c2ccccc2c2ccccc12,-2.3,.,9.1,-2.5,0.9,-0.6,14.8,.
OCCN1CCN(c2ncnc3c2ncn3[C@H]2CN(Cc3ccc(Cl)cc3)C[C@@H](CO)O2)CC1,-1.9,1.4,15.1,2.6,19.4,0.3,6.4,0.2
O=C(Cn1ncc2ccccc2c1=O)Nc1cccc(C(F)(F)F)c1,-0.6,10.2,.,5.5,1.0,-0.1,-0.5,-2.2
CCC(=O)N(C)C[C@@H]1Oc2cc(C#Cc3ccccn3)ccc2S(=O)(=O)N([C@H](C)CO)C[C@@H]1C,-2.6,-9.1,5.8,-8.2,9.2,-12.3,-1.8[16.7 µM],-2.4
Cc1cc(C)nc(N2CCN(c3nnnn3-c3ccccc3)CC2)n1,-3.3,-3.0,-6.8,-32.8,.,4.4,-0.9,.
CN(CC(=O)Nc1ccc(F)cc1)C(=O)COC(=O)CSc1ccc(F)cc1,2.2,3.9,.,-6.2,-16.9,4.0,.,1.9
Cc1nc2ccccn2c1/C(O)=C1\C(=O)C(=O)N(CCN2CCOCC2)C1c1cccnc1 (stereo unspecified),-1.8,.,6.3,.,.,5.9,-1.0,.
Cc1nn(CC(=O)O)c(C)c1[N+](=O)[O-],-3.3,2.8,1.8,1.3,6.7,12.4,-2.1,2.3
COc1ccc2c3c(n(C)c2c1)[C@@H](CO)N(S(C)(=O)=O)CC31CCN(C(=O)c2ccccn2)CC1,.,.,-0.7,-5.9,7.3,.,.,-0.5
CCCCCC(=O)NC(CC(=O)OC)c1ccc2c(c1)OCO2 (stereo unspecified),.,.,-3.9,6.1,18.9,.,-2.2,-0.6
CCNc1nc(NCC)n2c(SCC(=O)Nc3cc(OC)ccc3OC)nnc2n1,.,25.7,.,1.9,7.8,.,.,0.6

# 4 structures from above, arranged by length of the SMILES, lowest first.
SMILES,PglD DTNB,Statin myotox sup,PGC1a acetyl inh,FN deposit inh,GSIS activator,Cneo AK release,miR122 inh,CFTR F508del cor
Cc1nn(CC(=O)O)c(C)c1[N+](=O)[O-],-3.3,2.8,1.8,1.3,6.7,12.4,-2.1,2.3
O=C(O)c1cccc(CN2C(=O)SC(Nc3cccc4ccccc34)C2=O)c1 (stereo unspecified),-0.9,7.2,.,2.8,-16.2,0.5,-8.6,2.4
Cc1nc2ccccn2c1/C(O)=C1\C(=O)C(=O)N(CCN2CCOCC2)C1c1cccnc1 (stereo unspecified),-1.8,.,6.3,.,.,5.9,-1.0,.
OCCN1CCN(c2ncnc3c2ncn3[C@H]2CN(Cc3ccc(Cl)cc3)C[C@@H](CO)O2)CC1,-1.9,1.4,15.1,2.6,19.4,0.3,6.4,0.2

# Other entries
SMILES,PglD DTNB,Statin myotox sup,PGC1a acetyl inh,FN deposit inh,GSIS activator,Cneo AK release,miR122 inh,CFTR F508del cor
Cc1cc(C)c2c(CN3CCN(Cc4ccc5c(c4)OCO5)CC3)cc(=O)oc2c1C,-0.4,17.1,-3.5,.,.,3.2,-1.0,.
O=c1c2ccccc2nc(SCc2ccc(F)cc2Cl)n1CCCN1CCOCC1,.,31.2,-8.0,-6.0,-21.8,.,-5.6,1.2
COc1ccc(C2=NN(C(=O)c3ccccc3C(=O)O)C(c3ccccc3O)C2)cc1 (stereo unspecified),5.1,-3.6,.,-4.4,-1.1,-11.5,.,0.7
COc1cc(/C=N/NC(=O)c2cccs2)ccc1O,3.0,4.5,-2.7,-23.1,-0.4,-3.0,-7.0,-4.2
COCC(=O)Nc1ccc2c(c1)C(=O)N(C)[C@@H]1CC[C@H](CC(=O)NCC(F)(F)F)O[C@@H]1CO2,-4.7,-8.3,3.4,-27.1,-0.3,-5.7,-22.5[16.7 µM],-3.1
Cc1ccc2c(c1)c(=O)c1c3n2CCN(C(=O)CCl)C3CC1 (stereo unspecified),5.7,-3.0,0.6,-4.5,.,-4.0,-3.2,.
C[C@@H]1CCCCO[C@@H](CN(C)C(=O)C2CCCCC2)[C@@H](C)CN([C@@H](C)CO)C(=O)c2cc(NS(=O)(=O)c3ccc(F)cc3)ccc2O1,-3.1,.,4.7,-4.3,-15.6,-4.0,8.5[16.7 µM],-0.6
COc1ccc(C)cc1NC(=O)CN1C(=O)c2cccc3cccc1c23,-2.4,7.8,-6.1,3.7,.,-5.5,-5.2,.
C[C@H](CO)N1C[C@H](C)[C@@H](CN(C)C(=O)Nc2ccc(F)cc2)Oc2c(NS(=O)(=O)c3ccc(F)cc3)cccc2C1=O,1.2,1.0,-7.8,.,-3.8,-2.3,27.8[16.7 µM],-2.2
O=c1cc(Cc2ccccc2)[nH]c(=S)[nH]1,0.0,.,-3.1,-3.0,15.8,-4.0,5.4,0.3
CCCc1nnc(NC(=O)CCC(=O)N2CCCCCC2)s1,2.5,.,-0.9,2.2,.,4.6,-9.7,.

# Source: PubChem BioAssay (Broad Institute)
